Compound activity from PubChem.
Pol eta inh: blocks human DNA polymerase eta activity | Q9Y253 | recombinant Pol eta, fluorescent DNA replication assay | Potency, µM (titrated, usually from 114 µM), without a hit: top-dose activity change, negative = inhibition, actives largely listed as inhibitors | 1.2% of 390,000 active | AID 588591; also: potency is read from the fitted curve at half-maximal effect; % is scaled to controls: 0 for no effect and ±100 for the full control effect
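Pol eta (10 nM) was preincubated with compounds for 15 min at room temperature, after which fluorescent replication substrate (50 nM final) was added to start the reaction. Fluorescence was read kinetically at 0 and 10 min.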
12-LOX inh: blocks human arachidonate 12S-lipoxygenase | Potency, µM (titrated, usually from 108 µM), inactives show at the top dose activity change, negative = inhibition, hits mostly inhibitors | 1.1% of 580,000 active | purified 12hLO, xylenol orange hydroperoxide absorbance; also: potency is read from the fitted curve at half-maximal effect; % is scaled to controls: 0 for no effect and ±100 for the full control effect
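Hydroperoxide product was detected by ferrous iron/xylenol orange as the 573 to 405 nm absorbance ratio. Arachidonic acid at 40 uM (final) was turned over for 30 min at room temperature by 150 nM human 12hLO, pH 7.0 Hepes buffer, after 15 min compound preincubation.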
Pol beta inh: DNA polymerase beta (human) inhibition; Pol beta primer extension/strand displacement, fluorescence kinetic; Potency, µM (highest dose often 114 µM), for the others: top-dose activity change, negative = inhibition, usual class: inhibitors; 1.3% of 340,000 active; P06746; AID 485314; also: potency is read from the fitted curve at half-maximal effect; % is scaled to controls: 0 for no effect and ±100 for the full control effect
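Preincubation: enzyme (10 nM) with compound, 15 min, RT. Reaction: substrate added to 50 nM final. Reads: 0 and 10 min. Analysis: normalized, Hill fit.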
Pol kappa inh: DNA polymerase kappa (human) inhibition; Potency, µM (doses to about 107 µM), for the others: top-dose activity, negative = inhibition, most hits filed as inhibitors; Q9UBT6; 0.53% of 400,000 active; purified Pol kappa, fluorescent DNA synthesis assay, 10 min; also: potency is read from the fitted curve at half-maximal effect; % is scaled to controls: 0 for no effect and ±100 for the full control effect
Target sequence (Q9UBT6 whole entry, looked up): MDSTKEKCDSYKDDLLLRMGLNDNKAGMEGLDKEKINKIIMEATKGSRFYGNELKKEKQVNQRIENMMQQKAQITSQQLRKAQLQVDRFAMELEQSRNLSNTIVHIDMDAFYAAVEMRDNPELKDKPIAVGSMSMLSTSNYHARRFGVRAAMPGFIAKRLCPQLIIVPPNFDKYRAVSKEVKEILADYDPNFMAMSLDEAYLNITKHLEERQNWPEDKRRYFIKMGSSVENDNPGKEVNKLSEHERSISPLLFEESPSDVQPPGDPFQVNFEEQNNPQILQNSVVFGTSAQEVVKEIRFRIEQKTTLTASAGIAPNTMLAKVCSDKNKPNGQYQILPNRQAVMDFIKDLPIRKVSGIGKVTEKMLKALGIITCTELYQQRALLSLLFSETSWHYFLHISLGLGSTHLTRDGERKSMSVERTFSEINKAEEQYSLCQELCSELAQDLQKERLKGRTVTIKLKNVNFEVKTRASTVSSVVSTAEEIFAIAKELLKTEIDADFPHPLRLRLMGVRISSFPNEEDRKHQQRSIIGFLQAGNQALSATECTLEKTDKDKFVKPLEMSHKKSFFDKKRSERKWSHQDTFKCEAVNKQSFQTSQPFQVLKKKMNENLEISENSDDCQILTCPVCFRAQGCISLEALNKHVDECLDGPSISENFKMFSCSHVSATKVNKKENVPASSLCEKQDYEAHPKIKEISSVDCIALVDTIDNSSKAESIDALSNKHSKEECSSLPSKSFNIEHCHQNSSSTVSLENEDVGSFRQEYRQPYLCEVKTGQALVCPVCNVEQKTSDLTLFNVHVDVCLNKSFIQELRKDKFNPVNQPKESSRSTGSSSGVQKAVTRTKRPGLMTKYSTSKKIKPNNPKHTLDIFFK
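Pol kappa 10 nM + cpd, 15 min RT; start w/ substrate 50 nM final; fluorescence kinetic read, 0 and 10 min. Neg ctrl: buffer, no enzyme.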
APEX1 inh: inhibitors of human APE1 endonuclease | AID 2517 | 0.35% of 350,000 active | recombinant APE1, TAMRA/BHQ-2 abasic DNA cleavage fluorescence | Potency, µM (top dose mostly 65.8 µM), inactives show at the top dose activity change, negative = inhibition, most hits filed as inhibitors;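 also: potency is read from the fitted curve at half-maximal effect; plate controls were vehicle for no effect and reference inhibitor for full effect; nearly all actives have a fitted effect of over 55% in size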
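Measures dequenching upon AP-site incision of a 5'-TAMRA/3'-BHQ-2 THF-containing duplex, 50 nM; human APE1 0.75 nM after 15 min room-temperature exposure to compound; kinetic three-point read at one-minute spacing.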
RGS4 inh: human RGS4 inhibition. P49798. Transcreener GDP fluorescence polarization, RGS4-accelerated GTP hydrolysis. Potency, µM (top dose mostly 114 µM), without a hit: top-dose activity change, negative = inhibition, actives largely listed as inhibitors. 0.039% of 390,000 active; also: potency is read from the fitted curve at half-maximal effect; % is scaled to controls: 0 for no effect and ±100 for the full control effect; nearly all actives have a fitted effect of over 75% in size; some results filed as inactive show a strong effect at the top dose
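MLSMR compounds (23 nl, pin-transferred) preincubated 10 min at room temperature with a 500nM (2x) first reagent, then RGS4 at 900nM (2x) plus Transcreener GDP mix added; fluorescence polarization (620/688 nm) read before and after 90 min at 30 °C.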
Apoferritin bind: binds horse apoferritin like a general anesthetic; P02791; apoferritin/1-aminoanthracene competitive binding, fluorescence; Potency, µM (doses to about 77.5 µM), without a hit: top-dose activity change, negative = displacement, actives largely listed as inhibitors; 0.074% of 350,000 active; also: potency is read from the fitted curve at half-maximal effect; % is scaled to controls: 0 for no effect and ±100 for the full control effect; nearly all actives have a fitted effect of over 20% in size
Target sequence (P02791 2-175 limits assumed): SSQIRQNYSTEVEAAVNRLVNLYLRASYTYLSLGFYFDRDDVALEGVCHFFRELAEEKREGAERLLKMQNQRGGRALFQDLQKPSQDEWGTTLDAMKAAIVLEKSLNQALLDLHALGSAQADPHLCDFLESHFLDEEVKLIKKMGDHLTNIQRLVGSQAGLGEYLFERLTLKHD
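Horse-spleen apoferritin (10 uM) in 50% saturated 1-aminoanthracene in PBS was incubated 10 min at room temperature with compound. Fluorescence (ex 380, em 535 nm) was normalized to free and bound 1-AMA, with concentration-response fitted by a four-parameter Hill equation.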
ERG Ets-DNA blk: ERG Ets/DNA interaction inhibition | P11308 | fluorescence polarization, His-ERG Ets domain / labelled DNA | Potency, µM (doses to about 76.9 µM), for the others: top-dose FP activity, negative = inhibition, hits mostly inhibitors | 0.028% of 370,000 active; active = well fitted inhibition curve with a large enough effect in the polarisation, with a control signal flat; inconclusive = small, poorly fitted or top-dose-only effect, or effect the other way, or a change in a side signal; inactive = no such curve, though single readings can be large or run the other way; the % refers to the polarisation;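 also: polarization taken with two DNA probes labelled with fluorescein and Texas red; potency is read from the fitted curve at half-maximal effect; % of control where 0% means no effect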
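His-tagged ERG Ets domain (1 uM in the protein solution; 300mM KCl, 50mM Tris-HCl, 1mM EDTA, 1mM DTT, pH 7.5) received compound, then a probe mix of 5 nM fluorescein-DNA and 100nM Texas-615-DNA. Fluorescence polarization was read for both dyes.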
LDHA inh: inhibitors of human lactate dehydrogenase A; purified LDHA, NADH/diaphorase-resazurin fluorescence; stronger effect = lower value; activity change, % (values are at about 110 or 230 µM); AID 1347041; P00338; 0.15% of 480,000 active; in the data active = activity change below about -30%; inconclusive = mostly about -25% to -30%;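 also: plate controls were DMSO wells for no effect and wells without enzyme for full effect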
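Remaining NADH was detected by diaphorase (0.133 mg/mL) converting 37 µM resazurin to fluorescent resorufin, read at 0 and 20 minutes. The preceding 5-minute room-temperature reaction used 2 nM LDHA, 0.2 mM sodium pyruvate and 0.06 mM NADH at pH 7.4.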
The depositor's hits bear a star; ? = inconclusive; . = no result given; [ ] = dose if it differs, or a comment. Unless noted, calls follow the shape of the dose curve; as a rule, active = well fitted curve in the direction sought with a large enough effect; inconclusive = small, poorly fitted or top-dose-only effect, or another doubt; inactive = no such curve, though single readings can be large; an effect the other way counts as inactive or inconclusive. These rows are one share of the data. The share of hits here may be higher or lower than overall.

SMILES	Pol eta inh	12-LOX inh	Pol beta inh	Pol kappa inh	APEX1 inh	RGS4 inh	Apoferritin bind	ERG Ets-DNA blk	LDHA inh
Cc1ccccc1NS(=O)(=O)c1cc(C(=O)Nc2cccc(N(C)S(C)(=O)=O)c2)ccc1C	-3.2%	19.0%	9.2%	-10.4%	-6.1%	-18.7%	-9.4%	.	2.4
CN(C)S(=O)(=O)c1cccc(C(=O)NCc2cccs2)c1	-10.2%	37.6%[activator]	4.6%	0.2%	-2.3%	-17.0%	-10.5%	-12.2%	-8.5
Cc1ccc(NC(=O)CSc2nc3ccccc3c(=O)n2CCCN2CCCCC2)cc1C	-14.8%	0.0%	0.2%	-6.4%	-2.8%	-13.6%	?	-0.4%	2.1
CC(Sc1nc(-c2ccccc2)cc(C(F)(F)F)n1)C(=O)NCc1ccco1 (centres undefined)	6.1%	?	1.2%	-16.6%	-4.0%	-23.0%	?	-5.7%	-5.2
CCCCC(=O)Nc1sc2c(c1C#N)CC(C)(C)OC2	-18.3%	-2.6%	18.8%	-3.3%	3.3%	?	-3.6%	1.5%	-4.7
C=CCn1c(=N)n(CC(O)COc2ccccc2OC)c2ccccc21 (centres undefined)	-2.3%	5.7%	13.3%	-11.6%	-0.2%	-2.4%	-10.0%	-0.8%	0.8
Cc1ccc(S(=O)(=O)C(CNC(=O)C(=O)NCCc2ccc(Cl)cc2)c2cccs2)cc1 (centres undefined)	-2.2%	-27.1%	20.8%	-6.7%[60.1 µM]	.	-2.9%	-9.8%	5.7%	-4.0
COc1ccc(-n2cc(C(=O)NCc3ccccc3Cl)c3ccccc3c2=O)cc1	4.1%	-4.3%	-18.3%	3.3%	.	-10.6%	1.6%	2.4%	-5.3
NC(=O)COC(=O)c1cc(-c2cccs2)nn1-c1ccccc1	-25.7%	-6.1%	36.2%	-1.1%	5.8%	-9.5%	-4.7%	-18.6%	-0.8
Cc1ccc(Cl)cc1N1CCN(CCCNc2ncnc3onc(-c4ccc(F)cc4)c23)CC1	-8.4%	-22.1%	21.4%	-5.4%	.	17.1%	-6.2%	2.6%	-6.2
CCn1nc(C(=O)OC2CCOC2=O)c2ccccc2c1=O (centres undefined)	0.4%	?	-11.6%	-3.0%	-6.5%	-0.6%	-3.4%	8.5%	-3.4
O=C(CN1CCOCC1)NCC12CC3CC(CC(C3)C1)C2	-4.2%	?	-13.4%	-0.8%	-1.4%	11.0%	-10.9%	-6.8%	-4.8
COC(=O)CN1C(=O)N/C(=C/c2ccc(OC)cc2)C1=O	-22.8%	-3.4%	2.5%	3.6%	22.3%	-32.8%	-4.9%	7.4%	0.4
CCCCNC(=O)CSc1nc2ccccc2c(=O)n1Cc1ccc2c(c1)OCO2	7.3%	-20.2%	33.7%	-11.3%	-0.5%	-10.6%	-12.5%	-1.4%	0.0
COC(=O)c1cc(-c2ccc(OC)cc2F)nc2nc(SC)[nH]c(=O)c12	-4.0%	0.0%	23.5%	-16.3%	20.9%	12.8%	9.8%	2.4%	-2.8
CC(C)(C)n1[nH]c2c3c(ccc2c1=O)C(=O)c1ccccc1C3=O	-13.4%	-22.0%	-14.7%	-2.9%	0.5%	11.8%	-18.7%	3.7%	15.5
O=C(Nc1ccc(OCC(=O)N2CCOCC2)cc1)c1ccccc1Cl	-5.2%	31.4%	15.0%	-13.5%	8.3%	18.8%	-5.3%	4.1%	-1.1
CC(C(=O)OCC(=O)Nc1cccc(S(=O)(=O)N2CCOCC2)c1)N1C(=O)c2ccccc2C1=O (centres undefined)	-20.3%	1.3%	29.8%	-3.6%	10.6%	17.4%	-14.1%	5.4%	-9.4
O=C(c1ccc2c(c1)OCO2)N1CCN=C1SCc1cccnc1	-22.4%	1.3%	12.0%	5.8%	?	-10.6%	?	1.9%	0.2
O=C(Cn1cnc2c(cnn2-c2ccc(F)cc2)c1=O)N1CCN(c2ccccc2F)CC1	-4.9%	-10.4%	-1.2%	-7.7%	2.2%	10.6%	-19.0%	-8.3%	-13.8
Cc1ccc(N(CC(N)=O)C2SC(=O)N(Cc3ccccc3)C2=O)cc1 (centres undefined)	-14.3%	17.7%	-33.2%	2.6%	0.3%	0.7%	-18.3%	11.1%	5.8
CCOC(=O)c1ccc(N=C2SC(C(=O)NC)CC(=O)N2Cc2ccc(F)cc2)cc1 (centres undefined)	-18.1%	4.4%	38.5%	2.0%	24.5%	16.8%	0.3%	-11.6%	-0.6
CC1CCCCN1S(=O)(=O)c1ccc(NC(=O)c2ccco2)cc1 (centres undefined)	1.0%	-16.3%	?	-9.5%	-1.6%	-33.8%	?	-1.9%	1.4
CC1CN(C(=O)N2CCC(C(=O)NCc3ccco3)CC2)c2cc(Cl)ccc2O1 (centres undefined)	-19.3%	-6.7%	-10.6%	-26.3%	.	-20.4%	-17.2%	0.4%	-2.2
CCOC(=O)c1sc2ncn(/N=C/N(C)C)c(=O)c2c1C	15.5%	8.9%	-22.9%	-7.8%	2.0%	4.9%	-5.8%	.	-3.2
COc1ccc(N2C(=O)C3C4C=CC(CC4)C3C2=O)c([N+](=O)[O-])c1 (centres undefined)	1.0%	15.5%	3.5%	3.4%	-3.8%	-4.1%	?	-2.7%	0.4
O=C(N[C@@H](Cc1ccccc1)C(=O)O)c1ccccc1	.	-8.6%	.	.	-3.5%	.	-1.4%	.	9.1
CC(=O)Nc1ccc(Nc2nc(-c3cc4ccccc4oc3=O)cs2)cc1	9.2%	?	-0.1%	3.4%	17.3%	15.5%	-14.5%	8.3%	-10.9
CCOC(=O)N/N=C/c1cccc(Cl)c1Cl	-15.0%	0.0%	37.1%	-2.6%	?	-0.9%	-9.3%	2.1%	-8.5
Cc1cc(N/N=C/c2ccc3c(c2)OCO3)nc2ccccc12	-13.0%	?	-2.7%	-6.4%	1.2%	-3.4%	1.2%	0.7%	1.7
CCOc1ccc2nc(NC(NC(C)=O)(C(=O)OC)C(F)(F)F)sc2c1 (centres undefined)	-15.3%	-6.1%	6.2%	-14.2%	2.2%	12.4%	-11.8%	-5.1%	-8.6
C/C(=N\NC(=O)c1c(Cl)c(C)nn1C)c1ccc(NC(=O)c2ccncc2)cc1	5.6%	-4.3%	9.2%	-2.1%	-4.3%	-16.6%	-7.9%	18.8%	-12.2
CCCN(CCC)CCNC(=O)CCC(=O)Nc1ccc2nc(N3CCOCC3)cc(C)c2c1	-5.0%	0.0%	22.0%	-0.9%	13.1%	-5.1%	242.8%[activator]	-22.7%	7.5
CCOc1ccccc1C=Nc1ccccc1C(=O)Nc1ccccc1	-4.1%	-8.7%	5.6%	2.3%	-3.5%	-9.1%	66.5%[activator]	-0.7%	-3.9
Cc1ccccc1NS(=O)(=O)c1csc(C(N)=O)c1	-14.8%	21.8%	9.0%	7.3%	34.4%	-8.2%	-4.0%	9.8%	-1.7
O=[N+]([O-])c1ccc(/C=N/n2c(CO)nc3ccccc32)s1	?	?	?	-17.1%	4.3%	-3.1%	2.7%	-4.4%	2.8
O=C(Nc1ccc(F)cc1)c1cc2cc3ccc(Cl)cc3nc2o1	4.4%	-18.5%	3.8%	-0.9%	.	5.0%	-3.1%	-2.5%	-8.9
COC(=O)NCC12CC3CC(C1)CC(CNC(=O)OC)(C3)C2	5.4%	0.0%	4.9%	-3.5%	4.6%	-28.8%[56.9 µM]	?	-8.7%	-6.8
CC1CCN(S(=O)(=O)c2cccc(C(=O)O)c2)CC1	-1.5%	-17.9%	21.4%	-3.4%	1.5%	18.9%	-2.5%	-2.3%	-11.6
Cc1ccccc1/C=N/n1c(-c2ccccn2)n[nH]c1=S	-5.9%	-9.1%	15.3%	-9.5%	0.5%	-16.7%	-6.4%	-3.1%	3.7
CCC(C)C(=O)Nc1nc2ccc(OC)cc2s1 (centres undefined)	-16.8%	166.7%[activator]	16.5%	-0.4%	3.5%	-9.3%	-10.3%	12.6%	-2.8
CC(C)C(C(=O)NCc1ccco1)N(Cc1ccco1)C(=O)CNS(=O)(=O)c1ccccc1 (centres undefined)	-12.3%	-9.0%	-0.5%	-22.0%	7.7%	16.5%	0.3%	-8.6%	-1.1
Cc1cccc(N2C(=O)CS/C2=N\NC(=O)c2cccnc2)c1C	2.6%	2.1%	2.3%	-1.6%	-3.0%	7.4%	-7.8%	1.3%	-6.7
Cn1c(=O)c2[nH]c(NCCCN3CCOCC3)nc2n(C)c1=O	2.0%	-4.4%	89.1µM*	-3.8%	16.8%	?	1.5%	2.7%	-6.2
